# High-throughput results from PubChem.
# Mtb BioA inh: inhibitors of Mycobacterium tuberculosis BioA enzyme. purified M. tuberculosis BioA enzyme, plate reader. inhibition, % at 9.99 µM. hit rate 0.096% among 360,000; in the data active = inhibition above about 40%; inconclusive = no clear call, values can overlap the other calls
# BoNT-A LC inh2: inhibitors of Botulinum neurotoxin A light chain protease; hit rate 0.17% among 360,000; multiplex microsphere protease substrate cleavage, flow cytometry; inhibition, % at 10 µM; also: plate controls were buffer without enzyme for full effect and enzyme alone for no effect
# GDH-TPI counter: counter-screen for M. tuberculosis FBA inhibitors: GDH-TPI coupled enzymes; GDH-TPI coupled enzyme counterscreen, NADH absorbance; inhibition, % at 4.8 µM; hit rate 1.2% among 360,000; AID 588335; in the data active = inhibition above about 30%;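 also: 0% = DMSO wells and 100% = wells lacking the enzyme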
# FBA Mtb inh: inhibitors of M. tuberculosis fructose-bisphosphate aldolase. P9WQA3. purified M. tuberculosis FBA, fluorescence read-out. inhibition, % at 1 µM. hit rate 2.3% among 360,000; in the data active = inhibition above about 27%;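 also: 0% = vehicle and 100% = reference inhibitor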
# Target sequence (P9WQA3 whole entry, looked up): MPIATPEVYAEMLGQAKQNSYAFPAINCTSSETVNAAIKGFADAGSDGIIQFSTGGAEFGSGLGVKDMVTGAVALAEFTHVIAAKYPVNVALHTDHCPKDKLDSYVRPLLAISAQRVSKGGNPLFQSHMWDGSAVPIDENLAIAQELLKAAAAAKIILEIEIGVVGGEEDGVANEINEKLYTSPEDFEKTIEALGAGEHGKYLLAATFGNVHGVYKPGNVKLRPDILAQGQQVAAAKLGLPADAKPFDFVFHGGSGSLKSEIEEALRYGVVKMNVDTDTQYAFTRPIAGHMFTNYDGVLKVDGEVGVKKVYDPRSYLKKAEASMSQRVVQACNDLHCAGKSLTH
# FadD28 FP inh: inhibitors of Mycobacterium tuberculosis FadD28 bisubstrate binding | FadD28 bisubstrate probe binding, fluorescence polarization | inhibition, % at 12.5 µM | hit rate 0.22% among 360,000 | AID 588549; in the data active = inhibition above about 8.5%, passing the limit was not always enough; inconclusive = no clear call, values can overlap the other calls
# BoNT-F LC inh: blocks Botulinum neurotoxin F light chain protease; AID 588497; hit rate 0.22% among 360,000; Multiplex microsphere protease cleavage assay, flow cytometry; inhibition, % at 10 µM; in the data active = inhibition above about 35%, passing the limit was not always enough; inconclusive = no clear call, values can overlap the other calls; also: plate controls were buffer without enzyme for full effect and enzyme alone for no effect
# PfHsp40 yeast: restores yeast growth despite PfHsp40 toxicity. S. cerevisiae expressing PfHsp40, growth rescue, ATP luminescence. growth rescue, % at 12.5 µM. hit rate 0.68% among 340,000; in the data active = growth rescue above about 28%, passing the limit was not always enough; inconclusive = no clear call, values can overlap the other calls;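 also: yeast W303a lacking pdr1 and pdr3 grown in galactose medium; growth measured after three days at 30 °C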
# UGM FP inh: Mtb UDP-galactopyranose mutase inhibition; hit rate 0.06% among 320,000; inhibition, % at 10 µM; P9WIQ1; purified UGM, fluorescence polarization probe displacement; in the data active = inhibition above about 10%, passing the limit was not always enough; inconclusive = no clear call, values can overlap the other calls
# Target sequence (P9WIQ1 whole entry, looked up): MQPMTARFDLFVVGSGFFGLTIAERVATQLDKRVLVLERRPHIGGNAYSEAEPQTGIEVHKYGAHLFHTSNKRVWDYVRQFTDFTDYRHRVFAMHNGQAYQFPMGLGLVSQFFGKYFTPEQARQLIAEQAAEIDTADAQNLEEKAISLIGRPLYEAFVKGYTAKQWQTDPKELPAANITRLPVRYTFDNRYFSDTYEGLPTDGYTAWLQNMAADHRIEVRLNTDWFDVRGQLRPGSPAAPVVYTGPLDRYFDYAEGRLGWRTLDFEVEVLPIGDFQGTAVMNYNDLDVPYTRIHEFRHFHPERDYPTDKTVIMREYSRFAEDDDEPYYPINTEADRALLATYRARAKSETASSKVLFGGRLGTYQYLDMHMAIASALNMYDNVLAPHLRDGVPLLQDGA
# Anthrax LF inh2: anthrax lethal factor protease inhibition; AID 588501; P15917; hit rate 0.12% among 360,000; inhibition, % at 10 µM; multiplex microsphere protease cleavage assay, LF; also: plate controls were buffer without enzyme for full effect and enzyme alone for no effect
# Active calls of the source: *; ? = inconclusive; / = no result given. Rule as the data show it, unless noted: active = inhibition above about 30%; inconclusive = no clear call, values can overlap the other calls; inactive = below that.
1: CCN(CC)CCN(Cc1cc2cc(C)ccc2[nH]c1=O)C(=S)NCc1ccco1
2: COc1ccccc1NC1C=CS(=O)(=O)C1 (stereo unspecified)
3: CS(=O)(=O)c1ccc(S(=O)CC(=O)OCc2ccccc2)c([N+](=O)[O-])c1 (stereo unspecified)
4: Cc1cc(C)c(NC(=O)C2=COCCO2)c(C)c1
5: NS(=O)(=O)c1ccc(CCNC(=O)c2ccncc2)cc1
6: O=C(CSc1nnc(NC(=O)c2c(F)cccc2F)s1)Nc1ccccc1F
7: COc1cc(C(=O)Nc2ccc(C)c(S(=O)(=O)N(C)C)c2)ccc1OCC(=O)N1CCOCC1
8: CCOc1ccccc1CN1CCNC(=O)C1CC(=O)N(C)Cc1nonc1C (stereo unspecified)
9: O=C(NCc1ccco1)c1nc(-c2ccc(F)cc2)no1
10: CC1(C)CC(NC(=O)c2ccc(Cl)c(S(=O)(=O)N(Cc3ccccc3)c3ccccc3)c2)CC(C)(C)N1
assay / entry,1,2,3,4,5,6,7,8,9,10
Mtb BioA inh,/,/,/,-0.2,-4.0,-1.3,1.1,-1.0,/,12.9
BoNT-A LC inh2,-0.3,-1.0,-0.2,1.6,0.1,-0.1,2.5,0.5,-0.2,-1.4
GDH-TPI counter,3.3,8.7,-1.9,-3.5,7.0,8.1,1.7,1.0,3.1,/
FBA Mtb inh,5.7,-0.4,-1.1,-2.7,0.1,-1.2,4.8,-0.8,1.0,/
FadD28 FP inh,-1.3,-0.8,0.0,0.2,-2.6,-1.5,-1.5,-1.5,0.3,-12.0
BoNT-F LC inh,1.5,-6.4,-0.6,-3.8,0.4,5.5,8.5,-10.3,1.6,-3.4
PfHsp40 yeast,2.7,-1.0,-0.4,-1.7,0.6,-0.5,2.3,0.2,-0.7,-1.1
UGM FP inh,1.9,-2.3,/,-1.9,-4.3,-1.7,1.9,2.6,-2.3,-2.0
Anthrax LF inh2,-1.0,-1.5,-2.7,-5.7,1.0,-5.3,8.8,-1.2,0.3,-6.2

11: CCCCN(C)CCNC(=O)c1c[nH]c2ccc(S(=O)(=O)N(CC)CC)cc2c1=O
12: CCCNC(=O)CN1C(=O)NC(c2ccccc2)(c2ccccc2)C1=O
13: Cc1ccc(-n2c(C)cc3c2CCCC3=O)cc1
14: CCOC(=O)c1cc(C#N)c(N2CCN(c3ccc(OC)cc3)CC2)[nH]c1=O
15: O=C(Nc1ccc(Cl)cc1C(=O)NCCN1CCOCC1)c1ccco1
16: CCCn1c(C)cc(/C=C(\C#N)C(=O)OCC(=O)Nc2cc(OC)c(OC)c(OC)c2)c1C
17: c1ccc2c(c1)nnn2-c1ncnc2sc3c(c12)CCCC3
18: CCC1(C)NC(=O)N(CC(=O)NCC(=O)Nc2c(C)cc(C)cc2C)C1=O (stereo unspecified)
19: Cc1cccc(NS(=O)(=O)c2ccccc2)n1
20: CSc1nncn1/N=C/c1ccc2c(c1)OCO2
assay / entry,11,12,13,14,15,16,17,18,19,20
Mtb BioA inh,-1.8,0.2,1.5,0.2,0.0,20.2,-2.5,-1.3,-0.2,-0.1
BoNT-A LC inh2,3.5,-1.1,0.1,-0.3,-1.4,-0.5,-1.9,-0.9,0.2,-3.8
GDH-TPI counter,20.8,-0.8,8.3,17.1,9.2,19.3,11.7,7.6,2.2,35.1*
FBA Mtb inh,29.2*,2.3,1.1,-0.4,-0.1,-1.1,13.7,6.1,29.1*,0.6
FadD28 FP inh,-0.1,0.8,0.1,-1.5,-2.3,-0.1,0.3,-2.0,-2.2,1.7
BoNT-F LC inh,5.8,-6.5,-13.4,-0.7,-10.1,-1.7,-3.4,1.8,-0.3,-6.5
PfHsp40 yeast,-0.2,0.1,-0.8,-0.2,-0.2,-0.7,-2.2,-1.2,0.5,-0.4
UGM FP inh,2.7,0.1,-1.1,-0.7,-1.0,1.0,0.6,4.1,-0.1,0.0
Anthrax LF inh2,1.3,-1.6,0.1,-4.4,2.5,-1.8,-0.4,-2.3,-1.3,-1.8

# Screen by screen, from the results shown:
# Nos. 16 to 20 in FBA Mtb inh: -1.1, 13.7, 6.1, 29.1*, 0.6
# Nos. 16 to 20 in Anthrax LF inh2: -1.8, -0.4, -2.3, -1.3, -1.8
# Nos. 16 to 20 in Mtb BioA inh: 20.2, -2.5, -1.3, -0.2, -0.1

# Other entries follow.
21: Cc1cccc(C(C)C)c1NC(=O)C(C)OC(=O)Cn1cnc2c1c(=O)n(C)c(=O)n2C (stereo unspecified)
22: COc1cc(Cl)c(CNC[C@H]2O[C@@H](n3cnc4c(=O)[nH]c(N)nc43)[C@H](O)[C@@H]2O)c(Cl)c1O
23: Cc1csc(NC(=O)c2cc3c(s2)-c2ccccc2OC3)n1
24: O=C(NCCO)C(=O)Nc1cc2c3c(c1)CC(=O)N3CCC2
25: COc1ccc(N2C(=O)C3CCCN3C2c2cccc(Br)c2)cc1 (stereo unspecified)
26: COC(=O)CNC(=O)c1nn(-c2cccc(OC)c2)c(=O)c2ccccc12
27: Cc1[nH]c2ccc(OCc3ccccc3)cc2c1CCN
28: Cc1cc2nc(C)c3c(n2n1)CCC3
29: Cc1cc(=O)cc(C)n1-c1ccc(Br)cc1
30: CCOC(=O)Cn1c(=O)oc2cc(S(=O)(=O)N3CCn4c3nc3ccccc34)ccc21
assay / entry,21,22,23,24,25,26,27,28,29,30
Mtb BioA inh,-0.9,-1.7,-0.5,-1.2,0.0,-0.2,3.2,/,/,0.9
BoNT-A LC inh2,-10.1,-0.6,0.6,2.1,-0.6,0.1,1.9,0.2,0.7,-0.2
GDH-TPI counter,0.7,/,18.8,6.9,4.0,-1.9,-7.6,5.3,7.5,-5.2
FBA Mtb inh,-1.3,0.2,39.3*,1.9,1.1,-0.2,-0.9,7.7,-0.8,3.0
FadD28 FP inh,-0.1,-3.0,-5.5,-2.8,-3.1,-3.5,-5.0,0.4,1.0,0.6
BoNT-F LC inh,-8.3,-4.3,-4.4,7.0,-2.0,-7.0,?,-1.8,4.1,0.3
PfHsp40 yeast,0.0,/,-0.4,-0.4,-0.6,0.5,0.4,2.3,0.1,-0.9
UGM FP inh,0.7,/,0.4,3.9,-0.4,1.4,-0.4,5.1,3.2,-1.3
Anthrax LF inh2,-0.2,-0.1,-0.9,-0.8,-0.2,-2.0,-17.9,4.8,-1.4,0.5

31: CCC(C)(C)NC(=O)C(c1cccc(OC)c1OC)N(Cc1ccccc1)C(=O)CCC(=O)Nc1cc(C)on1 (stereo unspecified)
32: CCOC(=O)c1c(N2CCCCC2)c2ccccc2[nH]c1=O
33: CCC1(OC(=O)c2ccccc2)CC(C)N(C)CC1C (stereo unspecified)
34: COCCN1CC(=O)N(c2cccc(C)c2C)C(c2ccc(Cl)cc2)C1=O (stereo unspecified)
35: O=C(CNC(=O)c1ccc(=O)[nH]c1)Nc1ccc(F)c(F)c1
36: c1ccc(C[C@H]2CN=C(Nc3ccccc3)N2CCC2CCCC2)cc1
37: COC(=O)Cc1cc(=O)n2[nH]c(SC)nc2n1
38: COc1ccc(-c2nnc(NC(=O)C3=COCCO3)o2)cc1
39: C=CCN1C=CC(=O)[C@@H](OC(=O)Nc2ccc(Br)cc2)[C@H]1c1ccccc1Br
40: CCOc1ccccc1CN1CCN(Cc2nc3ccccc3s2)CC1CCO (stereo unspecified)
assay / entry,31,32,33,34,35,36,37,38,39,40
Mtb BioA inh,-0.5,/,-0.8,3.2,/,-0.3,-2.2,/,19.0,1.9
BoNT-A LC inh2,0.3,0.0,1.9,0.2,1.5,0.1,-0.2,-0.5,0.1,0.4
GDH-TPI counter,6.2,11.7,-8.6,-1.8,-3.7,1.3,-1.5,9.4,33.3*,7.0
FBA Mtb inh,-2.4,-0.1,-0.9,-8.5,3.5,-0.1,1.9,0.6,3.7,1.3
FadD28 FP inh,-1.6,-2.8,0.4,-0.4,-2.4,-0.4,-1.7,-3.0,-1.3,-1.3
BoNT-F LC inh,21.1,-2.2,-7.2,3.2,-4.7,-11.4,-0.8,-0.9,0.9,1.8
PfHsp40 yeast,-0.1,-0.9,-0.4,-0.1,-1.3,-1.2,-1.3,-0.2,2.0,-0.7
UGM FP inh,1.1,-1.4,1.0,-0.5,-4.7,2.2,3.8,0.5,/,4.5
Anthrax LF inh2,-3.1,1.1,0.1,0.9,12.8,-4.4,1.0,-2.5,-0.1,0.8

# 4 entries picked at random from the list so far, as already listed:
35: O=C(CNC(=O)c1ccc(=O)[nH]c1)Nc1ccc(F)c(F)c1
31: CCC(C)(C)NC(=O)C(c1cccc(OC)c1OC)N(Cc1ccccc1)C(=O)CCC(=O)Nc1cc(C)on1 (stereo unspecified)
40: CCOc1ccccc1CN1CCN(Cc2nc3ccccc3s2)CC1CCO (stereo unspecified)
37: COC(=O)Cc1cc(=O)n2[nH]c(SC)nc2n1
assay / entry,35,31,40,37
Mtb BioA inh,/,-0.5,1.9,-2.2
BoNT-A LC inh2,1.5,0.3,0.4,-0.2
GDH-TPI counter,-3.7,6.2,7.0,-1.5
FBA Mtb inh,3.5,-2.4,1.3,1.9
FadD28 FP inh,-2.4,-1.6,-1.3,-1.7
BoNT-F LC inh,-4.7,21.1,1.8,-0.8
PfHsp40 yeast,-1.3,-0.1,-0.7,-1.3
UGM FP inh,-4.7,1.1,4.5,3.8
Anthrax LF inh2,12.8,-3.1,0.8,1.0

# Other results:
41: Cc1nc2ccccc2c(C)c1C(=O)c1ccccc1
42: O=C(c1ccc(OC2CCN(Cc3ccc(F)cc3)CC2)cc1)N1CCCC1
43: O=C(Cn1cccc1C(=O)c1ccccc1)NCc1ccc(Cl)cc1
44: COc1ccc(NC(=O)C(CC(C)C)NS(=O)(=O)c2ccc3c(c2)CCN3C(C)=O)cc1OC (stereo unspecified)
45: CC1CCCCC1NC(=O)C1CCC(CNS(=O)(=O)c2cccc3cccnc23)CC1 (stereo unspecified)
46: COc1ccc(NC(=O)C(=O)NNC(=O)COc2ccc(OC)cc2)cc1
47: Cc1cc(C)nc(NC(=S)NC(=O)c2ccccc2F)n1
48: O=C(NC1CCCC1)C(c1ccncc1)N(C(=O)c1csnn1)c1ccccc1F (stereo unspecified)
49: CCCCN1C(=O)C(CC(=O)NCCN2CCOCC2)CC(C(=O)N(CC)CC)=C1C (stereo unspecified)
50: COC(=O)[C@@H](NS(=O)(=O)c1cc(Br)ccc1Br)C(C)C
assay / entry,41,42,43,44,45,46,47,48,49,50
Mtb BioA inh,/,-0.3,/,/,0.7,0.7,0.9,-1.0,-0.1,0.7
BoNT-A LC inh2,-0.4,-6.1,-0.6,1.1,/,-1.8,0.4,-0.3,-0.3,-0.5
GDH-TPI counter,11.8,12.7,-0.6,7.5,-9.6,6.6,-1.5,-4.5,7.5,-16.0
FBA Mtb inh,-0.5,1.6,-1.0,-1.6,3.2,0.1,0.6,-4.8,-3.3,0.7
FadD28 FP inh,-2.3,-0.9,-4.9,-3.4,2.2,2.2,0.6,/,-1.3,-3.2
BoNT-F LC inh,-1.2,-12.0,-5.3,-1.2,/,6.3,-10.9,-0.7,-2.2,4.6
PfHsp40 yeast,-0.8,0.2,0.8,-0.3,-0.4,-1.2,/,0.2,/,/
UGM FP inh,0.1,-3.8,-2.0,-0.5,2.8,2.2,-2.5,-1.2,/,/
Anthrax LF inh2,-5.4,-2.3,-7.8,0.1,/,-0.5,0.8,0.3,2.0,6.9

51: CCOC(=O)C1CCN(Cc2ccc(C(=O)OC)cc2)CC1
52: CCOC(=O)c1ccc(NC(=O)c2ccc[n+]([O-])c2)cc1
53: O=C(c1ccco1)N1CCN(C(=O)c2cc3sccc3n2Cc2ccccc2)CC1
54: CC(C)Cn1c(=O)c(CCC(=O)Nc2ccc(N3CCOCC3)cc2)nc2cc(Cl)ccc21
assay / entry,51,52,53,54
Mtb BioA inh,-0.1,18.8,2.7,-1.1
BoNT-A LC inh2,-1.3,2.5,-0.9,1.6
GDH-TPI counter,-6.4,-0.8,-4.9,11.3
FBA Mtb inh,1.4,2.3,0.4,2.9
FadD28 FP inh,-3.4,0.8,-0.9,0.0
BoNT-F LC inh,-2.6,1.7,-6.1,-2.3
PfHsp40 yeast,0.4,-1.4,-1.5,?
UGM FP inh,-3.1,3.4,0.8,3.1
Anthrax LF inh2,-2.2,-0.2,-5.1,-1.5
